High-throughput results (PubChem)
LEDGF integ inh – blocks HIV-1 LEDGF/p75-dependent DNA integration | TR-FRET IN-LEDGF/p75 DNA integration, Eu/Cy5 | inhibition, % at 3.7 µM | 370,000 tested, 0.64% active | AID 743269;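 active = inhibition above the screen-wide mean plus 3 SD, cut at about 13% in these data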;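 also: signal is the Cy5 over europium emission ratio at 671 and 618 nm; 0% = plate median of compound wells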
mABHD4 FP – ABHD4 (mouse) inhibition, primary FP screen | Q8VD66 | purified mABHD4, FP-Rh probe fluorescence polarization | inhibition, % at 8.92 µM | 370,000 tested, 0.54% active | AID 720543;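 active = inhibition exceeding the mean over every tested compound plus 3 SD, cut at about 30% in these data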;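 also: 0% = plate median of compound wells and 100% = S159A mutant with DMSO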
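Assay system: mouse ABHD4 enzyme, wild type / Also added: fluorescent activity-based probe FP-Rh / Doses: single nominal dose of 8.92 µM, 0.89% DMSO final / Timing: 45 min compound pre-incubation plus 60 min probe step, 25 °C / Signal: FP readout, ex 525 nm / em 598 nm / Control set: S159A mutant/DMSO as 100%, compound-well median as 0%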
PG9 Ab binder – binds the HIV-1 gp120 antibody PG9; inhibition, % at 6.7 µM; AID 624416; 360,000 tested, 0.43% active; TR-FRET gp120-PG9 antibody binding; in the data active = inhibition above about 8.5%
NR1D1 modulator – modulators of human Rev-erb alpha DNA binding; P20393; activity, % at 10 µM; Rev-erbα–FITC-DNA binding, fluorescence polarization, 90 min; 370,000 tested, 0.79% active;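 active = activity above about 14%, limit read from the data; passing the limit was not always enough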;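 also: 0% = DMSO wells with 35 nM protein and 100% = DMSO wells with 750 nM protein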
Target sequence (P20393 whole entry, looked up): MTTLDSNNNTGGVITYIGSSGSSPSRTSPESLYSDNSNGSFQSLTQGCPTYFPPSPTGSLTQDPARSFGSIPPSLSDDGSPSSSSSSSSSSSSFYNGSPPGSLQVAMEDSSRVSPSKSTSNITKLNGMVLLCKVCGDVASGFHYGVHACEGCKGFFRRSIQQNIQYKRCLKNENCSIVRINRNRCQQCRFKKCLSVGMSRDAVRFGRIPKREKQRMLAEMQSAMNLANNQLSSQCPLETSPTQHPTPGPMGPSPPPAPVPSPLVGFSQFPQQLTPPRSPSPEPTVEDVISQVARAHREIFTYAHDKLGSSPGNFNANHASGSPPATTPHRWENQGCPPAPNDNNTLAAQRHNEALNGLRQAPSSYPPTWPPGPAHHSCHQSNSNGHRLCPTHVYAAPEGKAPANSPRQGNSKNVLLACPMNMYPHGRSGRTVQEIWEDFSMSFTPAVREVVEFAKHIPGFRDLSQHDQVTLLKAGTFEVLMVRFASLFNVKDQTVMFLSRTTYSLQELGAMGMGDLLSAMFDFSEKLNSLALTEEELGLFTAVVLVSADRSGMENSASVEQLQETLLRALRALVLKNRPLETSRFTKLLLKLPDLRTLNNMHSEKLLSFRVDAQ
HTRA1 inhibitor – blocks human HTRA1 serine peptidase | Q92743 | recombinant HTRA1, FP-rhodamine activity-based probe, fluorescence polarization | inhibition, % at 5.96 µM | 340,000 tested, 0.5% active; in the data active = inhibition above about 36%;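 also: 0% = enzyme with DMSO and 100% = wells lacking enzyme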
TCR CD3 inh – inhibitors of human TCR-CD3 interaction; AID 651800; 360,000 tested, 0.37% active; inhibition, % at 9.4 µM; TAMRA-labeled TCR probe fluorescence, biochemical; in the data active = inhibition above about 19%;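 also: recombinant mutant TCR 2C K166C tagged with TAMRA read by polarization; 0% = receptor in buffer alone and 100% = receptor with positive control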
rCAG RNA binder – molecules binding r(CAG) RNA repeats | r(CAG) RNA repeat, TO-PRO-1 dye displacement fluorescence | inhibition, % at 3 µM | 370,000 tested, 1.3% active;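 active = inhibition above the plate cutoff, the mean of all test compounds on that plate plus 3 SD, cut at about 35% in these data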;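 also: 0% = DMSO alone and 100% = 100 µM mitoxantrone as full dye displacement; higher means more dye released from RNA so lower well fluorescence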
TDP2 inh – TDP2 (human) inhibition, absorbance primary screen; AID 720702; 370,000 tested, 0.34% active; recombinant TDP2, T5PNP hydrolysis, p-nitrophenol absorbance 415 nm; inhibition, % at 12.8 µM;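 active = inhibition above the mean of all tested compounds plus 3 SD, set per campaign, cut at about 25% in these data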;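 also: 0% = DMSO with enzyme and 100% = buffer with substrate but no TDP2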
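Evaluation: % inhibition relative to enzyme-containing and enzyme-free wells. Material: recombinant human TDP2. Benchmarks: enzyme-free and DMSO wells. Timing: enzyme reaction with compound for 2 h at 37 °C. Compound dosing: 12.8 µM only. Measured by: p-Nitrophenol epi absorbance. Reagent: T5PNP substrate at 5 mM, a TopII-DNA adduct mimic. Replication: single well per compound.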
PRMT1 FP inh – inhibitors of human PRMT1 | Q99873 | recombinant PRMT1, activity-based probe fluorescence polarization | inhibition, % at 2.79 µM | 370,000 tested, 1.3% active;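 active = inhibition above about 21% made by adding two undisclosed values, limit read from the data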
Target sequence (Q99873 whole entry, looked up): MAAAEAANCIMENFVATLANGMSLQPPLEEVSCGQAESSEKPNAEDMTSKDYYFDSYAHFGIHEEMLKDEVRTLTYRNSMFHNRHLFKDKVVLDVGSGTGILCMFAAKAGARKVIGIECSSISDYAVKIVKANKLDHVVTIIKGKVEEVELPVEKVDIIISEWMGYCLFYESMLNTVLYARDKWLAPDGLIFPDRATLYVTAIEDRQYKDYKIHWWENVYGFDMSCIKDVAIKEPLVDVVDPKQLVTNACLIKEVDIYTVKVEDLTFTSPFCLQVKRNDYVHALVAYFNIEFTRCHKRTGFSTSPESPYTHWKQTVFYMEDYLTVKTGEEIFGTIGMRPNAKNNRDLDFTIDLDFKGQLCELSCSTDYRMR
SIAE primary – blocks human sialic acid acetylesterase; Q9HAT2; SIAE FP-Rh probe binding, fluorescence polarization; inhibition, % at 9.66 µM; 370,000 tested, 0.69% active;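 active = inhibition above a cutoff: mean of compounds within the control limits plus 3 SD of those, cut at about 17% in these data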;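 also: 0% = plate median of compound wells and 100% = probe without SIAE protein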
Starred values were filed as active, the others as inactive; . = no result given.

SMILES	LEDGF integ inh	mABHD4 FP	PG9 Ab binder	NR1D1 modulator	HTRA1 inhibitor	TCR CD3 inh	rCAG RNA binder	TDP2 inh	PRMT1 FP inh	SIAE primary
C[C@]1(O)CCC2C3CC[C@H]4C[C@@H](OC(=O)CNC(=O)CN)CC[C@]4(C)C3CC[C@@]21C (stereo not given in full)	-2	-8	0.9	1	3	4	-2	12	-3	3
CCCCC(=O)N/N=C/c1c(O)n(Cc2ccco2)c(=O)[nH]c1=O	27*	9	-1.2	-6	0	-5	16	10	8	2
COc1ccc(NC(=O)C2C3CCC(O3)C2C(=O)O)c(OC)c1 (stereo not given)	4	-2	-4.3	3	8	-3	-1	-16	-2	3
CCC(=NCc1cccnc1)c1c(O)n(-c2ccccc2)c(=O)[nH]c1=O	-1	0	1.2	2	.	4	-3	0	-1	5
CCN1CCN(Cc2nc3ccc([N+](=O)[O-])cc3c(=O)n2-c2ccccc2F)CC1	-4	-1	0.3	-2	-5	-1	7	-14	2	-1
N=c1sc2c(n1Cc1ccccc1)CCCC2	0	-1	0.5	10	4	-5	3	5	2	-2
O=C(c1cccs1)c1cn(Cc2ccccc2Cl)c2ccccc12	0	-28	-3.1	8	-20	13	3	4	0	-11
O=c1c2ccccc2nc(CN2CCOCC2)n1-c1ccccc1F	0	3	-1.5	4	8	4	-3	-2	-1	-7
COC(=O)C1=C(c2ccccc2OCc2ccccc2)C[C@@H]2CC[C@H]1N2C(=O)NCc1ccc(N(C)C)cc1	-2	5	-2.9	4	-5	-2	-2	1	0	5
O=c1[nH]c2ccccc2n1C1CCN(C(c2ccccc2)c2nnnn2Cc2ccccc2)CC1 (stereo not given)	-4	1	-1.5	-7	.	-7	7	-1	6	-1
CCOP(=O)(OCC)C(NC(=O)NC)C(N)=O (stereo not given)	0	0	-0.2	4	1	-1	-1	10	-2	-13
CCCCn1nnnc1C(c1cccc2ccccc12)N1CCC2(CC1)C(=O)NCN2c1ccccc1 (stereo not given)	3	-1	-1.9	0	.	2	9	2	-1	2
Nc1c(C(=O)OCC2CCCO2)c2nc3ccccc3nc2n1Cc1cccs1 (stereo not given)	11	-5	0.4	0	-32	-1	3	31*	1	-10
O=[N+]([O-])c1cc(Cl)c(O)c(-[n+]2c(-c3ccccc3)cc(-c3ccccc3)cc2-c2ccccc2)c1	-1	6	2.4	-2	-83	1	-1	2	-1	4
CC(=O)c1ccc(NC2=NCCCS2)cc1	0	3	-3.1	0	-3	0	3	7	-4	4
O=C(N/N=C/c1c(O)n(CCC2=CCCCC2)c(=S)[nH]c1=O)c1ccccc1	1	6	0.9	2	28	-1	70*	-2	-2	-27
O=C1NC(c2cc3ccccc3nc2Cl)Nc2ccccc21 (stereo not given)	-1	-1	0.5	3	-7	-4	-1	1	2	-4
CC1(c2ccccc2)NCCN2C(=O)CSC21 (stereo not given)	-2	-2	0.7	0	4	2	2	-1	-2	5
O=C(Cn1cnc2sc3c(c2c1=O)CCCC3)NCCC(=O)N1CCC2(CC1)OCCO2	-2	3	0.2	-1	-9	-5	-5	-5	0	3
COC(=O)C1=COC(C)C2CN3CCc4c([nH]c5cc(OC)ccc45)C3CC12 (stereo not given)	-2	3	-2.5	4	.	3	-14	-9	10	6
Oc1cc2c(cc1CN1CCN(c3ccccc3)CC1)CCC2	3	-2	1.8	5	4	4	-3	1	-1	2
O=c1c2ccccc2nc(-c2ccccc2)n1-c1cccnc1	0	3	0.8	-3	3	4	1	-14	-1	2
CCc1c(C)nc(N)nc1N1N=C1SC(C(C)=O)C(C)=O	-5	-2	-1.4	1	4	3	-5	2	-1	0
Cn1c(O)c(N=Nc2ccc(S(=O)(=O)N3CCOCC3)cc2)c(=O)n(C)c1=O	-5	5	-1.2	4	3	-9	5	-11	4	-2
CC(C)Nc1nc(Cl)nc(NC(C)C)n1	-1	2	-3.1	6	-3	4	2	6	-1	7
O=C(O)Cn1cc(/C=C2\C(=O)NC(=O)N(c3ccc(Br)cc3)C2=O)c2ccccc21	1	-6	-1.8	-2	-16	-8	10	-1	6	-47
COc1ccc(C(=O)N2C[C@H]3C[C@@H](C2)c2cccc(=O)n2C3)cc1OC	4	-1	-1.1	2	-2	5	0	4	-8	-8
Cc1cccc(N2C(=O)NC(=O)C3(Cc4cc(C)ccc4N(C)C3)C2=O)c1 (stereo not given)	1	7	-0.5	3	-7	2	12	9	-2	5
COC(=O)C1=C(c2ccc(OC(F)(F)F)cc2)C[C@@H]2CC[C@H]1N2C(=O)N1CCC(O)CC1	-1	2	-1.4	-3	0	9	-10	-5	-1	-2
CC(C)C(=O)NC(Oc1ccccc1Cl)C(Cl)(Cl)Cl (stereo not given)	-1	-5	-3.4	13	-7	-3	-1	1	1	-2
CC12CCC(=O)C=C1CCC1C2CCC2(C)C(O)CCC12 (stereo not given)	-3	9	1.5	4	-9	1	-3	0	4	4
O=C(c1ccc2c(c1)N(Cc1ccc(F)cc1)CCS2)N1CCC2(CC1)OCCO2	1	4	0.9	5	2	-3	-9	1	1	18*
CCCn1c(C(=O)c2ccc(OC)cc2)nc2ccccc21	4	2	-0.5	-6	-9	8	-4	3	-2	0
O=S1(=O)CCN(CCc2c[nH]c3ccccc23)CC1	0	-2	-1.4	2	6	2	0	-8	2	4
Nc1c(C(=O)NCc2ccco2)c2nc3ccccc3nc2n1Cc1ccc(F)cc1	6	7	0.9	1	-35	-4	18	9	17	-13
C=CCC1(CC)C(=O)NC(=S)NC1=O	1	1	-1.2	-3	3	4	4	2	-3	3
CC(=O)C1CCC2(O)C3CCC4=CC(=O)CCC4(C)C3CCC12C (stereo not given)	2	0	-0.6	-6	-5	-2	0	2	-2	-3
COC(=O)c1cn(Cc2ccc(F)cc2)c2ccccc12	-3	-11	-2.7	4	-16	1	1	0	3	-1
COC(=O)C1=C(c2cccc(OC)c2OC)C[C@@H]2CC[C@H]1N2C(=O)N1CCCCC1	2	5	-2.2	-1	-10	2	-3	-2	-1	5
NC(=O)C1(N2CCCCC2)CCN(Cc2ccccc2)CC1	4	-1	0.6	-5	6	-12	-1	3	1	0
Oc1ccc2c3c1O[C@H]1c4oc5ccccc5c4C[C@@]4(O)[C@@H](C2)N(CC2CC2)CC[C@]314	1	-12	-0.8	-2	0	0	4	-10	-3	3
C#C[C@@]1(O)CCC2C3CCC4=C/C(=N/OCC(=O)NC(C(=O)O)C(C)O)CC[C@]4(C)C3CC[C@@]21C (stereo not given in full)	-1	2	-0.3	3	0	5	14	7	1	-1
O=c1[nH]c(=O)n(-c2cccc3ccccc23)c(O)c1/C=N/N1CCCCCC1	-2	-5	-2.2	2	-1	2	-1	-12	0	-1
COc1cccc(-n2c(CN3CCOCC3)nc3ccc([N+](=O)[O-])cc3c2=O)c1	4	-2	-1.4	0	-6	5	0	-10	0	2
COC(=O)C1=C(C)NC(=S)NC1c1ccc(N(CCCl)CCCl)cc1Cl (stereo not given)	1	14	1.2	-2	-31	-7	9	-8	9	3
Cc1cc([N+](=O)[O-])c(Cl)cc1NC(=O)C(C)C	1	-7	-3.5	3	5	6	0	11	-2	1
O=P(C(c1ccc2c(c1)OCO2)N1CCOCC1)(N1CCOCC1)N1CCOCC1 (stereo not given)	-2	4	0.0	3	-4	9	-2	-1	2	1
O=C1NC(=O)N(Cc2ccccc2)C(=O)/C1=C\N1CCCc2ccccc21	-2	-4	-2.2	-2	11	-11	24	7	18	0
Cc1c(C)c2cc(Cl)c(OCC(=O)N3C[C@H]4C[C@@H](C3)c3cccc(=O)n3C4)cc2oc1=O	3	0	-0.8	-1	-2	8	-1	-10	-4	-5
COCCNC(=O)Cn1cc(/C=C2\C(=O)NC(=O)N(c3ccccc3F)C2=O)c2ccccc21	5	-3	-0.5	-3	-5	-7	-3	-11	-2	-40
COc1ccc(CC2C(=O)NC(C)C(=O)N(C)C3C(=O)N(C)C(Cc4ccc(O)c(c4)Oc4ccc(cc4)C3O)C(=O)NC(C)C(=O)NC(C)C(=O)N2C)cc1 (stereo not given)	-3	0	0.5	0	-3	2	4	10	-4	-1
COC(=O)C1=C(c2ccc(OCc3ccccc3)cc2)C[C@@H]2CC[C@H]1N2C(=O)NCc1ccccc1OC	0	20	-2.3	-4	-34	0	4	-10	-6	-6
NC1CC2CCCCC2CC1(O)c1ccccc1 (stereo not given)	-5	3	0.2	-1	2	7	4	-3	-3	-1
O=C1CC(N2CCC(n3c(=O)[nH]c4ccccc43)CC2)C(=O)N1c1ccc(F)cc1 (stereo not given)	2	-7	-1.7	-1	-2	-4	-4	-17	45*	-7
C[N+]1(C)[C@@H]2CC[C@H]1CC(OC(=O)[C@@H](CO)c1ccccc1)C2 (stereo not given in full)	0	-2	-0.1	0	-4	-3	-2	14	-3	-6
CSc1ccc(CNC(C)C(O)c2ccccc2)cc1 (stereo not given)	2	-1	1.4	0	0	3	-2	11	-1	0
CCn1c(O)c(C=Nc2cc(Cl)ccc2Cl)c(=O)n(CC)c1=O	0	0	-1.1	0	4	7	-1	-1	22*	5
c1ccc2cc(C3N4CCCN34)ccc2c1 (stereo not given)	-2	-9	0.8	0	-2	5	-2	2	3	-2
Cn1cc(C(=O)Cc2ccccc2)c2ccccc21	-1	-9	-0.6	-1	1	-11	1	1	-1	-3
O=C1CNC(c2ccccc2Cl)c2cc(Br)ccc2N1 (stereo not given)	1	-3	-2.0	5	-2	7	-5	9	-2	7
Further entries
SMILES	LEDGF integ inh	mABHD4 FP	PG9 Ab binder	NR1D1 modulator	HTRA1 inhibitor	TCR CD3 inh	rCAG RNA binder	TDP2 inh	PRMT1 FP inh	SIAE primary
CCc1nc2ccc(N3CCN(C)CC3)cc2nc1CC	-2	1	-0.8	-2	-1	5	0	5	-2	-5
Cc1ccccc1-c1nc(CS(=O)CC(=O)N2CCC3(CC2)OCCO3)c(C)o1 (stereo not given)	1	2	0.4	2	3	-2	0	6	-1	-4
Cc1cc(/C=C2\C(=O)NC(=O)N(Cc3ccccc3)C2=O)c(C)n1-c1ccc(Cl)c(C(=O)O)c1	43*	7	0.1	-7	12	12	43*	10	28*	-5
CCOc1cc2c(cc1OCC)-n1cccc1C(c1ccccc1O)NC2 (stereo not given)	4	-1	0.1	2	-12	7	-7	-13	-1	-5
COc1ccc(-c2nn(Cc3ccccc3)cc2C(=O)NC2CC2)cc1OC	-2	10	0.6	-3	-6	-10	0	9	4	-4
O=C(CN1C(=O)CN=C(c2ccccc2)c2ccccc21)NCc1ccco1	1	0	0.6	-1	-1	-1	6	9	-1	3
CC(/C=C(\C)Nc1ccccc1)=Nc1ccccc1	6	1	0.6	2	5	2	3	6	-5	4
CN1C(=O)N(C)C(=O)C2(Cc3c(ccc4ccccc34)N(C)C2)C1=O	0	-2	-4.3	-2	-4	5	-1	5	5	4

This is a subset; count on the stated rates, not on these rows.
